# Compound activity as filed in PubChem.
# Cardio protect – cardioprotection against H2O2-induced cell death, primary screen, uHTS, H9c2 cells, ATPLite luminescence; AID 588492, 2011; 360,000 tested, 0.63% active; H9c2 cardiomyocytes, H2O2 injury protection, 2 h; protection from H2O2 cell death, % at 20 µM;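 active = compounds giving at least 50% protection of heart cells from peroxide-induced death in the single-dose screen, raw or plate-pattern-corrected value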;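 also: 0% = DMSO wells with peroxide and 100% = DMSO wells without peroxide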
# MC4R antagonist – MC4R antagonists of cAMP signaling, primary screen, cell-based, TR-FRET, antagonist arm of biased-ligand search; Melanocortin receptor 4 (Homo sapiens), P32245; MC4R-expressing cells, MTII-stimulated cAMP, LANCE TR-FRET; inhibition, % at 6.5 µM; 360,000 tested, 0.48% active;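 active = inhibition above its plate's cutoff, the mean of tested wells on that plate plus 3 SD, cut at about 29% in these data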;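 also: 0% = Melanotan II alone and 100% = Melanotan II plus saturating MCL0020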
#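 Assay system: U2OS cells stably expressing human melanocortin 4 receptor (MC4R) / Dosing: 6.5 µM / Timing: compound 30 min, challenge 1 h, detection 1 h / Measured by: Eu-cAMP/anti-cAMP TR-FRET, emission 671 nm / Replicates: singlicate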
# HTR2A ag – mouse Htr2a agonists via beta-arrestin recruitment, primary screen, cell-based, luminescence; 360,000 tested, 0.66% active; activation, % at 7.6 µM; 5-hydroxytryptamine receptor 2A (Mus musculus), P35363; CHO-K1 mHTR2A beta-arrestin complementation; percent of 30 µM serotonin response; AID 624169, 2012;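 active = activation above a run cutoff, the mean activation of all tested compounds plus 3 SD, cut at about 14% in these data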;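 also: 0% = plate median of compound wells and 100% = 30 µM serotonin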
# hiPSC survival – enhancers of single-cell hiPSC survival, primary screen, ATPlite luminescence; 100% = ROCK inhibitor wells, 0% = DMSO; survival enhancement, % at 20 µM; 360,000 tested, 0.044% active; in the data active = survival enhancement above about 18%;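 also: cells exposed to compounds for 16 hours before the ATP read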
# Granule exo inh – LAMP-1 surface exposure blockers, TALL-104 cells – cell-based, flow cytometry, MLPCN library, primary screen. inhibition, % at 10 µM. TALL-104 LAMP-1 surface exposure; cells stimulated with thapsigargin and PMA. 360,000 tested, 0.66% active;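 active = inhibition above about 55%, limit read from the data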
# Glyco luc inh – increase of ERlucT glycosylation luciferase signal, primary screen, N-linked glycosylation inhibitor project, D54 ERlucT cells, luminescence, set 2; reporter increase, % at 12.5 µM; 360,000 tested, 0.23% active; D54 ERlucT glycosylation luciferase reporter, 24 h; percent of 100 nM tunicamycin response;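 active = mean luciferase reporter signal, scaled so untreated is 0 and the glycosylation-blocking control 100, at or above a set limit in every replicate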;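 also: luciferase carries N-glycosylation sites so blocking glycosylation raises the light; 0% = median of neutral control wells and 100% = median of 100 nM tunicamycin wells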
# ABHD5 PLIN5 PPI – ABHD5-PLIN5 interaction inhibitors, primary screen, cell lysate, split luciferase complementation, luminescence. 360,000 tested, 0.78% active. AID 602281, 2012. Split G. princeps luciferase complementation, 4 h. Perilipin-5 (Homo sapiens) + 1-acylglycerol-3-phosphate O-acyltransferase ABHD5 (Homo …. inhibition, % at 4 µM;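 active = inhibition above the mean inhibition across every tested compound plus 3 SD, cut at about 22% in these data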;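 also: 0% = DMSO only wells and the 100% control is not disclosed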
# MC4R barr agon – MC4R agonists recruiting beta-arrestin, primary screen, cell-based, luminescence, agonist arm of biased-ligand search | U2OS MC4R beta-arrestin complementation; percent of melanotan II response, DMSO zero | activation, % at 8.9 µM | 360,000 tested, 0.98% active;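 active = activation above a per-plate cutoff, the mean activation of sample wells on that plate plus 3 SD, cut at about 8% in these data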
# ABCB6 inh 2 – ABCB6 transporter inhibitors, primary screen, K562-ABCB6 cells, flow cytometry, MLPCN library | K562-ABCB6 porphyrin accumulation, 1 h; stronger effect = lower value | ATP-binding cassette sub-family B member 6 (Homo sapiens), Q9NP58 | fluorescence ratio to DMSO, % at 10 µM | AID 602162, 2011 | 360,000 tested, 0.19% active;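 active = fluorescence ratio to DMSO below 75%, the collection mean minus 3 SD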;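 also: signal is porphyrin accumulated inside mitochondria; 100% equals median channel fluorescence of DMSO control wells; lower ratio means ABCB6 inhibition with less porphyrin fluorescence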
# Target sequence (Q9NP58 whole entry, looked up): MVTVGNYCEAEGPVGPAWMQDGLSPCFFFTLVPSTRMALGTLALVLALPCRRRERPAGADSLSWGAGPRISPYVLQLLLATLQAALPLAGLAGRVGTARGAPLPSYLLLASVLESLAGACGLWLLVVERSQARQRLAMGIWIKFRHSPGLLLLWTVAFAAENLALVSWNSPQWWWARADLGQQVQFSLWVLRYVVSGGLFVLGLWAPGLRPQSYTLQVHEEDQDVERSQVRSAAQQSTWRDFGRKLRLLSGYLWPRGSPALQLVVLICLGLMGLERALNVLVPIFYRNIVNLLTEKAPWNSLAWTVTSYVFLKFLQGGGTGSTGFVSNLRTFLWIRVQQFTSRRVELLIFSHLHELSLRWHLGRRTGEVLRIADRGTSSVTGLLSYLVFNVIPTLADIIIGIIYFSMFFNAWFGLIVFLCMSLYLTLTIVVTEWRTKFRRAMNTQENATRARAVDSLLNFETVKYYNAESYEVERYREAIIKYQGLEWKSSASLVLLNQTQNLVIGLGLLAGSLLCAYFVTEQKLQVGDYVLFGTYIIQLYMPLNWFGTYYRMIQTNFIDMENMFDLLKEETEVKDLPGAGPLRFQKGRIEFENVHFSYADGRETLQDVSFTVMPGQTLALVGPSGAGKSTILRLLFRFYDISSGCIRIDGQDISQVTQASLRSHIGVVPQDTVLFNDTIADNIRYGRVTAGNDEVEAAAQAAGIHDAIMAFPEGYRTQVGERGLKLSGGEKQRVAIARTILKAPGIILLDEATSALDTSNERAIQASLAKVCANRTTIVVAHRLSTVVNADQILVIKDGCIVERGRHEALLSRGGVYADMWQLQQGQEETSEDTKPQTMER
# aDG glyco up – activators of alpha-DG glycosylation, primary screen, uHTS, Pro5-aDG cells, AlphaScreen; AID 624168, 2012; 360,000 tested, 0.22% active; activation, % at 10 µM; alpha-DG glycosylation AlphaScreen (IIH6); 0% Pro5, 100% B10-LARGE cell signal;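 active = activation of at least 8% versus controls, or a plate z-score of at least 8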;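 also: Pro5 are CHO cells carrying HIG-tagged alpha-DG that lacks glycosylation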
# Active calls of the source: *.
SMILES,Cardio protect,MC4R antagonist,HTR2A ag,hiPSC survival,Granule exo inh,Glyco luc inh,ABHD5 PLIN5 PPI,MC4R barr agon,ABCB6 inh 2,aDG glyco up
O=C(Nc1cc(Cl)c(Cl)cc1Cl)c1cccnc1,5,4,0,0.6,-2,0,0,-0.8,98,-0.1
CNc1ncnc2c1ncn2[C@H]1CN(Cc2cccs2)C[C@@H](CO)O1,2,3,-1,-1.2,-7,3,-8,-1.0,97,-0.1
Cc1cc(NC(=O)CCC(=O)N(CCC(C)C)CC(=O)NCC2CCCO2)no1 (stereo not drawn),1,-2,1,0.1,-1,0,2,-1.8,89,-0.4
COC(=O)c1cc2sccc2n1Cc1ccc(C)cc1,-6,-6,-2,-1.5,-3,-4,-6,2.7,106,0.0
CCOC(=O)C1(C)CCN1C(=O)c1ccoc1 (stereo not drawn),6,13,-1,4.4,-2,1,-1,-2.0,96,-0.4
O=c1oc2ccccc2c(O)c1C=Nc1cccnc1,-1,11,0,-0.7,-1,-1,2,-2.8,101,0.4
CCc1nnc(N2C(=N)SCC2=O)s1,9,-2,-1,-0.7,-2,-1,-5,1.0,99,0.3
COCc1cc(OC)nc(-c2csc(C)n2)n1,2,3,-3,-0.8,-1,1,-3,-2.5,96,0.1
CCCNC(=O)COC(=O)c1ccccc1C(=O)c1ccc(Cl)c([N+](=O)[O-])c1,-13,22,3,20*,9,12,2,1.7,57*,0.3
COc1ccc(CCNC(=O)c2ccc3c(c2)NC(=O)C(C(C)C)N3)cc1OC (stereo not drawn),8,1,-9,-0.5,8,0,-1,1.4,173,0.1
CN(C)CCCN(C(=O)c1cc(-c2cccs2)nc2ccccc12)c1nc2ccc(F)cc2s1,-23,9,-13,0.1,41,-20,14,5.8,97,6.4
CNC(=O)CSc1nc2cccnc2n1C1CCCCC1,-4,0,5,2.7,-1,3,-6,0.7,109,0.0
O=C(N/N=C/C(Cl)=C/c1ccccc1)c1ccco1,-8,-11,-2,-1.2,5,-2,6,-3.2,103,0.0
CCNC(=O)c1cccc(NC(=O)C2CC(=O)N(CCc3ccccc3)C2)c1 (stereo not drawn),1,0,3,1.0,4,3,4,-1.3,99,-0.2
COc1cccc(OC)c1C1=CC(=O)C[C@H](c2ccc3c(c2)OCO3)C1,5,-2,2,2.8,-3,5,0,-1.4,103,0.5
Cn1cc(S(=O)(=O)N2CCc3ccccc32)cc1C(=O)NC(C)(C)C,-25,15,0,-2.5,16,-7,-3,0.0,93,0.9
OCCN1C2=NCCCN2c2ccccc21,5,1,0,-0.3,2,4,-4,-0.6,98,0.0
Cc1ccccc1OCC(=O)OCC(=O)c1ccc[nH]1,-5,2,6,-1.8,-2,1,-2,-0.3,100,0.3
CCc1ccc(C(=O)NNC(=S)Nc2ccc(S(N)(=O)=O)cc2)s1,-4,9,-6,0.9,2,1,-4,-2.7,93,0.0
COCCCNC(=S)Nc1ccc2nc3n(c(=O)c2c1)CCCCC3,-4,-3,0,-0.3,-4,1,5,-2.2,97,-0.1
COC(=O)c1ccc(OCCN2C3=NCCN3c3ccccc32)cc1,18,2,-1,-2.3,1,8,3,-1.5,95,-0.2
O=C(O)c1ccc(Cl)c(NC(=S)NC(=O)c2ccccc2[N+](=O)[O-])c1,5,-4,-8,1.6,1,1,-4,-3.3,97,0.0
CCOc1ncccc1C(=O)NNC(=O)CSc1ccc(Cl)cc1,22,2,8,-0.4,-2,1,-2,-3.7,89,0.1
CCc1ccccc1NC(=O)Cn1nc(C(F)(F)F)c2c1CCC2,5,-3,-1,-3.1,6,0,-6,0.4,101,0.0
COC(=O)c1ccc(NC(=O)CN2C(=O)CNC2=O)cc1,0,-1,1,-2.7,0,0,-2,-1.2,95,1.2
CN(C)c1ccc(/C=N/NC(=O)CCC(=O)NCc2ccccc2)cc1,-3,-4,-2,-1.0,2,4,-3,-2.4,99,0.1
O=C(Cc1ccc(Br)cc1)Nc1cccc(-c2cn3c(n2)SCC3)c1,3,12,-1,-0.2,3,3,0,-0.4,94,-0.2
Cc1nc(N)sc1C(=O)N/N=C/c1ccc([N+](=O)[O-])cc1,0,8,5,-0.6,-1,0,8,1.6,98,-0.1
COc1cc(C(Nc2ccc(S(=O)(=O)NCC3CCCO3)cc2)C(=O)NC(C)(C)C)cc(OC)c1OC (stereo not drawn),-4,9,-3,-0.1,-2,2,-1,-2.2,102,0.0
CC12CCC(=O)N1C(C(=O)Nc1ccccc1N1CCOCC1)CS2 (stereo not drawn),6,-1,1,-0.3,1,-2,-2,-1.8,92,0.1
COc1ccc(NC(=O)c2cc3sccc3n2Cc2ccc(F)cc2)cc1OC,1,3,-4,0.9,0,-1,0,-0.6,98,0.3
CCc1cccc(NC(=O)c2ccc(NS(=O)(=O)c3c(C)noc3C)cc2)c1,-10,8,-6,0.7,3,3,-5,-1.6,88,-0.2
CC(C)(C)NC(=O)NC(=O)COC(=O)CCCc1c[nH]c2ccccc12,-3,15,1,-1.5,-4,-1,0,2.3,95,-0.2
CC(C)Sc1nc(-c2ccccc2)cc(=O)[nH]1,0,5,-3,0.0,-4,0,-3,-0.8,102,-0.1
CCN1CCN(C(=O)c2ccccc2NC(=O)c2ccc(Cl)cc2)CC1,5,2,-7,-0.6,-1,1,-2,-2.9,103,-0.4
C#CCOCCOCCOCCNc1nc(N2CCN(C(=O)[C@H](CCCCN)n3cc(CN)nn3)CC2)nc(N2CCN(C(=O)[C@H](CCCCN)n3cc([C@@H](N)[C@H](C)CC)nn3)CC2)n1,6,11,-2,-2.1,-2,1,7,-0.6,102,-0.3
CC1(C)CC(=O)C=C(c2cccc(OC(=O)c3ccc(-c4ccccc4)cc3)c2)C1=O,-21,6,2,-1.3,1,-1,1,0.0,95,0.1
CNC(=O)c1ccc(-c2ccc(Cl)c(Cl)c2)s1,-12,-3,-4,1.8,0,-5,6,-2.3,102,-0.3
CN(Cc1ccccc1)C(=O)COC(=O)c1cc(Cl)nc(Cl)c1,3,0,8,0.1,-1,1,-3,0.2,95,0.0
COc1cc2c(c(OC)c1OC)C(c1ccccc1C)CC(=O)O2 (stereo not drawn),19,2,-8,-2.3,2,1,3,-1.2,101,0.0

# Quoted from the listing (eight entries):
SMILES,Cardio protect,MC4R antagonist,HTR2A ag,hiPSC survival,Granule exo inh,Glyco luc inh,ABHD5 PLIN5 PPI,MC4R barr agon,ABCB6 inh 2,aDG glyco up
COC(=O)c1ccc(OCCN2C3=NCCN3c3ccccc32)cc1,18,2,-1,-2.3,1,8,3,-1.5,95,-0.2
O=C(O)c1ccc(Cl)c(NC(=S)NC(=O)c2ccccc2[N+](=O)[O-])c1,5,-4,-8,1.6,1,1,-4,-3.3,97,0.0
CCOc1ncccc1C(=O)NNC(=O)CSc1ccc(Cl)cc1,22,2,8,-0.4,-2,1,-2,-3.7,89,0.1
CCc1ccccc1NC(=O)Cn1nc(C(F)(F)F)c2c1CCC2,5,-3,-1,-3.1,6,0,-6,0.4,101,0.0
COC(=O)c1ccc(NC(=O)CN2C(=O)CNC2=O)cc1,0,-1,1,-2.7,0,0,-2,-1.2,95,1.2
CN(C)c1ccc(/C=N/NC(=O)CCC(=O)NCc2ccccc2)cc1,-3,-4,-2,-1.0,2,4,-3,-2.4,99,0.1
O=C(Cc1ccc(Br)cc1)Nc1cccc(-c2cn3c(n2)SCC3)c1,3,12,-1,-0.2,3,3,0,-0.4,94,-0.2
Cc1nc(N)sc1C(=O)N/N=C/c1ccc([N+](=O)[O-])cc1,0,8,5,-0.6,-1,0,8,1.6,98,-0.1

# More records follow:
SMILES,Cardio protect,MC4R antagonist,HTR2A ag,hiPSC survival,Granule exo inh,Glyco luc inh,ABHD5 PLIN5 PPI,MC4R barr agon,ABCB6 inh 2,aDG glyco up
Cc1cccc(S(=O)(=O)NNC(=O)c2sc(C)nc2C)c1,-1,6,-1,0.0,-1,0,-6,0.5,98,-0.1
COc1ccc(Cl)cc1NC(=O)CN(C)C(=O)CCCc1c[nH]c2ccccc12,0,3,-10,-0.5,-6,-1,-4,-3.1,97,0.3
COc1ccc(NC(=O)[C@H](C)NC(=O)C2CCN(S(=O)(=O)c3ccc(C)cc3)CC2)cc1OC,4,6,1,0.2,-8,1,-7,-2.7,89,0.0
C(=N/Nc1cc(N2CCOCC2)nc(N2CCOCC2)n1)/c1ccccc1,-3,19,-1,-4.6,1,-12,-17,4.7,95,1.5
O=C1c2cccc3cccc(c23)C(=O)N1CCN1CCN(C(=S)Nc2ccc(Cl)cc2)CC1,-1,2,-1,-1.3,0,4,-6,-2.8,98,-0.3
Oc1ccc2ccccc2c1C=NC1CCCCC1,-1,15,3,-2.9,6,4,-28,-0.1,110,-0.5
CC1CCN(S(=O)(=O)c2ccc(C(=O)N3CCOCC3)cc2)CC1,-4,-5,-1,-0.4,2,0,-3,0.7,98,-0.2
Cc1nc([N+](=O)[O-])c(Br)n1CC(=O)c1ccc2ccccc2c1,-6,7,-6,-4.3,2,4,25*,-1.7,98,-0.1
COc1ccc(CC(=O)NNC(=O)c2ccncc2)cc1,-8,14,0,0.6,-2,1,8,0.2,99,0.0
CCOC(=O)C1CCN(S(=O)(=O)c2cc(F)ccc2OC)CC1,2,9,-3,-0.4,2,-1,-6,-3.0,95,0.2
CCOc1ccc(NC(=O)CSc2nc3ccccc3c(=O)n2CCCC(=O)N2CCCC2)cc1,17,14,-5,0.6,-4,0,-3,-1.5,99,0.0
Cc1ccc(CCN2CC(C(=O)NCCCOC(C)C)CC2=O)cc1 (stereo not drawn),1,16,3,-1.5,-1,0,6,-0.8,93,0.0
CSCC[C@H](N)C(=O)NC[C@H]1O[C@@H](n2cnc3c(N)ncnc32)[C@H](O)[C@@H]1O,14,0,5,0.9,0,-1,-1,1.3,102,0.2
O=C(O)CCCCCNc1nc2ncn(Cc3ccccc3)c2c(=O)[nH]1,5,1,-1,-1.6,0,1,1,-1.5,57*,-0.3

# Random draw from the library (roughly 4.5% active in at least one column).
